TR SRC2 fluor cs – Total Fluorescence Counterscreen for Inhibitors of the Interaction of Thyroid Hormone Receptor and Steroid Receptor Coregulator 2; TRb/SRC2 Texas Red total fluorescence interference; Potency, µM (titrated, usually from 106 µM), for inactives: at the highest dose fluorescence change, negative = quenching; 280,000 tested, 0.29% active; AID 1479, 2009; active means well fitted curve in either direction with a large enough effect; inconclusive means small, poorly fitted or top-dose-only effect
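Flags fluorescent or light-absorbing compounds by total fluorescence, S + 2P, at 555 nm excitation and 632 nm emission. Mixture: 20 nM Texas Red SRC2 peptide, 0.6 uM human TRb LBD, 1 uM T3, 5% DMSO; compound exposure 5 h at ambient temperature.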
RECQ1 inh – qHTS Assay for Inhibitors of RecQ-Like Dna Helicase 1 (RECQ1). ATP-dependent DNA helicase Q1 (Homo sapiens), P46063. RECQ1 DNA unwinding, red fluorescence kinetic read. Potency, µM (doses to about 57.3 µM), without a hit: at the top dose activity, negative = inhibition, hits mostly inhibitors. 240,000 tested, 0.54% active. AID 2549, 2010;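 further: plate controls were vehicle for no effect and no enzyme for full effect; nearly all actives have a fitted effect of over 30% in size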
Target sequence (P46063 whole entry, looked up): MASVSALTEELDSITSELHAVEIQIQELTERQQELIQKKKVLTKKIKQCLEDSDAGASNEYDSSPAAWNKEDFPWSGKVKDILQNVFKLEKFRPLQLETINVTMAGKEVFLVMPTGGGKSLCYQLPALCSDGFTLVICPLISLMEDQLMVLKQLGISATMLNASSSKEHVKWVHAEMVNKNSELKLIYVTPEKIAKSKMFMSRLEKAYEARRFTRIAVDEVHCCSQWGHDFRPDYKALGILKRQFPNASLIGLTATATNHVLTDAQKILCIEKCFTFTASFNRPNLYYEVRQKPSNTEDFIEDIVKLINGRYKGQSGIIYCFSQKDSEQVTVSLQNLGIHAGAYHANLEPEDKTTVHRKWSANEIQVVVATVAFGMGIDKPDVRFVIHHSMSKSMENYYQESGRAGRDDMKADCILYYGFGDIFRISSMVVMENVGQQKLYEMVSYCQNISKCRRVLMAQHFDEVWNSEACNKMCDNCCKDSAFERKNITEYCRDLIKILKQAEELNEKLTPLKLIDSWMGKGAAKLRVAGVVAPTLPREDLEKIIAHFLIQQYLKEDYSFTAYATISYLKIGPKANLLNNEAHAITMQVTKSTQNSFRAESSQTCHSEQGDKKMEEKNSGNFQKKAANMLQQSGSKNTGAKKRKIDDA
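50 nM RECQ1T1 preincubated 15 min with compound in Tris pH 8.0 buffer with MgCl2, DTT, Tween-20 and 2.5 ug/ml poly(dI-dC); started with 200 nM TAMRA/BHQ-2 forked duplex and 2 mM ATP. Unwinding read as fluorescence (525/598 nm), two reads 2 h apart.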
GAA inhib – qHTS Assay for Inhibitors of Human alpha-Glucosidase as a Potential Chaperone Treatment of Pompe Disease; Lysosomal alpha-glucosidase (Homo sapiens), P10253; purified human GAA, 4-MU-alpha-glucoside fluorescence; Potency, µM (top dose mostly 76.9 µM), inactives show at the highest dose activity change, negative = inhibition, most hits filed as inhibitors; 200,000 tested, 0.005% active;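 further: plate controls were uninhibited enzyme wells for no effect and no-enzyme background for full effect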
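Human enzyme at 4 nM with 400 uM 4-methylumbelliferyl-alpha-D-pyranoside, citrate/phosphate buffer pH 5.0, 0.005% Tween-20, 20 min at room temperature. Compounds up to 77 uM. 4-MU fluorescence (Ex 365/Em 440) read after NaOH/glycine stop; AC50 from Hill fit.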
L3MBTL1 inh – qHTS Assay for the Inhibitors of L3MBTL1; Lethal(3)malignant brain tumor-like protein 1 (Homo sapiens), Q9Y468; AlphaScreen L3MBTL1–H3K9me1 peptide binding; Potency, µM (highest dose often 57.1 µM), for the others: at the top dose activity, negative = inhibition, actives largely listed as inhibitors; 230,000 tested, 0.66% active; further: nearly all actives have a fitted effect of over 60% in size
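L3MBTL1 50 nM + b-AHA-H3(1-15)K9me1 75 nM, 30 min RT; compound added, 30 min RT; streptavidin donor/Ni-chelate acceptor beads 10 ug/mL each final, 30 min RT dark; AlphaScreen read.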
GAA glycogen – qHTS Assay for Inhibitors and Activators of Human alpha-Glucosidase Cleavage of Glycogen | Lysosomal alpha-glucosidase (Homo sapiens), P10253 | Potency, µM (top dose mostly 76.4 µM), for inactives: at the highest dose activity change, negative = inhibition, actives largely listed as inhibitors | AID 2100, 2009 | recombinant GAA, glycogen substrate, Amplex Red glucose oxidase fluorescence | 300,000 tested, 0.38% active;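 further: 0% = full enzyme reaction and -100% = no-enzyme basal signal; the screen sought inhibitors and activators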
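Recombinant enzyme (4 nM final) with compounds titrated up to 77 uM and bovine liver glycogen (30 ug) in citrate pH 5.0, 0.01% Tween-20, 37 C 40 min. Released glucose detected by Amplex Red/glucose oxidase (Ex 573/Em 610); AC50 from Hill fits.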
GoLoco inh red – qHTS Assay for Inhibitors of RGS12 GoLoco Motif Activity (Red Fluorophore); Guanine nucleotide-binding protein G(i) subunit alpha-1 (Homo sapiens), P63096; 230,000 tested, 0.44% active; Gai1:RGS12 GoLoco peptide FP, rhodamine, 10 min; Potency, µM (highest dose often 61.6 µM), without a hit: top-dose activity, negative = inhibition, usual class: inhibitors; active means well fitted inhibition curve with a large enough effect, not every such curve was filed as active; inactive means no such curve, though single readings can be large or run the other way; further: nearly all actives have a fitted effect of over 30% in size; many of its hits are not listed in these tables
Target sequence (P63096 whole entry, looked up): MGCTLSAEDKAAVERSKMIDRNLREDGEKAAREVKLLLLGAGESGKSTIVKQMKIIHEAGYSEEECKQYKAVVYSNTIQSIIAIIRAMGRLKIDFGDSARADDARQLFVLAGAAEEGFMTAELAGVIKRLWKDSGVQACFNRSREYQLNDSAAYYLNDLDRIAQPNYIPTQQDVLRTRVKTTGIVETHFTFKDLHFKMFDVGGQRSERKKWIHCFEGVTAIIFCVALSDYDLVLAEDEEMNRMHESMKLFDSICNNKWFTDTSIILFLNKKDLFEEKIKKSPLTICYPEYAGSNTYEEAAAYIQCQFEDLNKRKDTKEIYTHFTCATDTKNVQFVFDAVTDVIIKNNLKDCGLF
TRb-SRC2 inh – qHTS for Inhibitors of the Interaction of Thyroid Hormone Receptor and Steroid Receptor Coregulator 2. TRbeta-SRC2 peptide binding, fluorescence polarization; receptor liganded with 1 µM T3. 280,000 tested, 0.065% active. Potency, µM (titrated, usually from 106 µM), for inactives: top-dose activity change, negative = inhibition, usual class: inhibitors. Thyroid hormone receptor beta (Homo sapiens), P10828. AID 1469, 2008;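 further: plate controls were bound peptide for no effect and peptide without receptor for full effect; nearly all actives have a fitted effect of over 50% in size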
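Assay buffer: 20 mM Tris-HCl, 100 mM NaCl, 10% glycerol, 1 mM EDTA, 0.01% NP-40, 1 mM DTT, 1 uM T3, 5% DMSO; TRb LBD 0.6 uM, Texas Red SRC2 20 nM; FP after 5 hr.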
aGlu spleen mod – qHTS Assay for Inhibitors and Activators of Human alpha-Glucosidase From Spleen Homogenate; human spleen homogenate, 4-MU-alpha-glucoside fluorescence; Potency, µM (series often up to 79.9 µM), for inactives: at the highest dose activity change, negative = inhibition, most hits filed as inhibitors; 240,000 tested, 0.006% active; AID 2112, 2009;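 further: 0% = enzyme with vehicle and -100% = no enzyme basal signal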
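AC50 values come from Hill-equation fits of concentration-response data, normalized to no-enzyme and full-activity controls. Enzyme source: 1 ug human spleen homogenate; 1 mM fluorogenic 4-MU glucoside, pH 5.0 citrate buffer, 37 C, 40 min.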
* hit, by the source's call; i = inactive; ? = inconclusive; . = not tested or not shown; [ ] = remark or other dose. Unless noted, the call rests on the fitted dose curve; in most records, active means well fitted curve in the direction sought with a large enough effect; inconclusive means small, poorly fitted or top-dose-only effect, or another doubt; inactive means no such curve, though single readings can be large; an effect the other way counts as inactive or inconclusive. Unless noted, on the % scale 0 is the no-effect control and ±100 the full control effect; potency means the concentration at half of the fitted maximal effect. This is a subset (hit frequency here may not be typical).

SMILES	TR SRC2 fluor cs	RECQ1 inh	GAA inhib	L3MBTL1 inh	GAA glycogen	GoLoco inh red	TRb-SRC2 inh	aGlu spleen mod
CCOC(=O)c1c(NC(=O)CSc2nnc(-c3ccc(C)cc3)o2)sc(C(C)=O)c1C	3%	-8%	-5%	.	10%	16%	-5%	4%
Cc1cccc(NC(=O)c2ccc3ccccc3n2)c1C	-1%	?	0%	14%	-22%	12%	0%	6%
O=C(NCc1ccccn1)c1c(O)c2c([nH]c1=O)CCCC2	-8%	27%	-4%	0%	-4%	-1%	3%	14%
CC(=O)C1=C(C)NC(SCc2cccc3ccccc23)=C(C#N)C1c1ccco1 (stereo unspecified)	0%	-8%	?	-1%	9%	-14%	-5%	-5%
CC(C)CCNC(=O)CCNS(=O)(=O)c1ccc(Cl)cc1	0%	2%	2%	1%	9%	5%	-8%	-7%
O=C(NC1CCCCC1)c1ccc(S(=O)(=O)N2CCOCC2)cc1	1%	-2%	?	5%	5%	5%	5%	2%
COc1ccc(-c2csc3nc(C)nc(N4CCN(C(C)=O)CC4)c23)cc1OC	-3%	-6%	0%	.	-5%	7%	-1%	-13%
COc1ccc(C2Nc3ccccc3C(=O)N2O)cc1CN1CCOCC1 (stereo unspecified)	-2%	0%	-9%	3%	?	4%	3%	0%
O=C(O)CSC(=S)N1CCCC1	-4%	-9%	.	5%	4%	-4%	-1%	3%
Cc1ccc(C(C)C)c(Oc2nnnn2-c2ccccc2)c1	-2%	-12%	-12%	.	-1%	-3%	-3%	-2%
Cc1sc2nc(COC(=O)c3ccc(N4CCCC4)c([N+](=O)[O-])c3)[nH]c(=O)c2c1C	6%	-2%	-2%	-17%	10%	28%	1%	-4%
COc1ccc(OC)c(S(=O)(=O)N2c3cc(F)ccc3CCC2C)c1 (stereo unspecified)	-1%	-5%	6%	.	-3%	1%	-2%	-3%
CCOC(=O)c1c(CNc2ccncc2)n(C)c2cc(Br)c(O)cc12	-1%	i	0%	-5%	-11%	-4%	1%	-14%
CCN1CCN(c2ccc(NC(=O)c3ccc(F)cc3)cc2Cl)CC1	0%	i	-16%	.	3%	8%	-4%	0%
COc1cccc(C2C(C(=O)c3cccs3)=C(O)C(=O)N2CCCn2ccnc2)c1OC (stereo unspecified)	2%	-1%	-13%	8%	9%	8%	-13%	-2%

The last two records of the part above lead into the next:
SMILES	TR SRC2 fluor cs	RECQ1 inh	GAA inhib	L3MBTL1 inh	GAA glycogen	GoLoco inh red	TRb-SRC2 inh	aGlu spleen mod
CCN1CCN(c2ccc(NC(=O)c3ccc(F)cc3)cc2Cl)CC1	0%	i	-16%	.	3%	8%	-4%	0%
COc1cccc(C2C(C(=O)c3cccs3)=C(O)C(=O)N2CCCn2ccnc2)c1OC (stereo unspecified)	2%	-1%	-13%	8%	9%	8%	-13%	-2%
CC(Sc1nc(-c2ccc(F)cc2)cs1)C(=O)Nc1ccc(Cl)cn1 (stereo unspecified)	-1%	-22%	7%	16%	9%	2%	-3%	-24%
CCNC(=O)CCSc1nc(C)cc(C)n1	2%	i	-2%	?	-2%	6%	-6%	.
O=c1c(S(=O)(=O)c2ccc(Cl)cc2)cn(Cc2ccccc2)c2ccc(F)cc12	-1%	-2%	-9%	0%	0%	7%	1%	6%
C/C(=N\NC(=O)C(=O)Nc1cccc(Cl)c1)c1ccncc1	-1%	-4%	4%	4%	-1%	199%[activator]	-10%	-3%
Cc1noc(C)c1COC(=O)CCC(=O)c1ccc(F)cc1	0%	-16%	-1%	3%	7%	.	-5%	-8%
COc1ccc(C)cc1S(=O)(=O)Nc1cccc(SC)c1	-2%	-4%	2%	.	2%	9%	-4%	5%
Cc1ccc(NC(=O)c2cc(S(=O)(=O)NCCc3ccccc3)ccc2F)cc1Cl	-10%	?	-11%	7%	-16%	1%	2%	0%
Clc1cccc(OCCN2CCN(CCOc3cccc(Cl)c3)CC2)c1	-1%	-24%	-8%	-14%	-4%	3%	-8%	0%
CCCCNc1nc(C)nc2c1nc(-c1ccccc1)n2CCCN(C)C	1%	i	.	.	.	-2%	1%	2%
CCC(C)SCC(=O)Nc1ccc(S(=O)(=O)N2CCOCC2)cc1OC (stereo unspecified)	3%	-2%	.	7%	2%	2%	-1%	-4%
CCOC(=O)C1=C(C)NC2=C(C(=O)CCC2)C1c1cccs1 (stereo unspecified)	0%	-7%	11%	5%	1%	2%	-18%	-2%
COc1ccc(N(CC(=O)NC(C)C)S(=O)(=O)c2ccc(NC(C)=O)cc2)cc1	0%	-11%	2%	.	0%	6%	-4%	-9%
COc1ccc(NC(=O)/C(Cl)=C(/Cl)S(=O)Cc2ccccc2Cl)cn1 (stereo unspecified)	-1%	-6%	-9%	-11%	-10%	-4%	3%	-1%
Cc1nc2sccn2c(=O)c1Cl	0%	i	3%	0%	2%	-10%	-1%	2%
CC(C)CN(CCC(=O)O)CC(C)C	-1%	-14%	-1%	.	-17%	5%	-3%	2%
S=c1[nH]ncn2c1cc1oc3ccccc3c12	-5%	i	-5%	-6%	1%	20%	2%	-3%
CCS(=O)(=O)NCC(c1cccnc1)N1CCN(c2ccc(F)cc2)CC1 (stereo unspecified)	-1%	13%	10%	7%	2%	9%	-4%	-9%
Cc1cc(C(=O)N2CCOCC2)n(-c2ccccc2)n1	-6%	1%	-7%[15.4 µM]	-12%	5%	-2%	10%	-1%
Cc1nn(CC(=O)Nc2nnc(C(C)C)s2)c(=O)c2ccccc12	0%	i	12%	3%	-7%	5%	-2%	-10%
O=C(CSc1nnc(Cc2ccccc2)o1)N1CCCC1	0%	-6%	-6%	.	7%	0%	-10%	4%
C/C(=N\NC(=O)C(C)Nc1cccc(Cl)c1)c1ccc([N+](=O)[O-])cc1 (stereo unspecified)	-1%	i	-1%	-14%	-9%	3%	2%	-2%
COc1cc(/C=N/n2cnnc2)ccc1OCc1ccc(C)cc1	-5%	12%	-10%	.	7%	36%[activator]	-7%	-1%
S=C(NCc1ccco1)Nc1ccc(Cl)cc1Cl	0%	i	-8%	-2%	-14%	-11%	2%	4%
Nc1ccn(Cc2ccccc2F)n1	-2%	0%	11%	.	-6%	1%	8%	1%
O=C(Nc1ccccn1)C(=O)Nc1ccccn1	-1%	i	2%	-7%	7%	-9%	3%	4%
O=C(Nn1c(Cc2ccccc2)nc2ccccc2c1=O)c1c(O)c2cccc3c2n(c1=O)CCC3	0%[53 µM]	i	9%	9%	6%	2%	2%[53 µM]	2%
NC(=O)CN(N=Nc1cccc([N+](=O)[O-])c1)c1cccc([N+](=O)[O-])c1	-2%	-1%	2%	-2%	-10%	6%	6%	-1%
CCOc1ccc(Nc2ncnc3c2cnn3-c2ccccc2)cc1	-4%	-8%	3%	5%	7%	3%	3%	-4%
CC1CN(Cc2ccc(Cl)cc2Cl)CC(C)O1 (stereo unspecified)	0%	-3%	-9%	.	-1%	-4%	4%	-7%
CC(C)Nc1nc(Cl)nc(NNC(=O)C(C)Oc2ccccc2)n1 (stereo unspecified)	2%	-1%	-5%	-5%	-8%	1%	6%	-1%

Entries of single compounds as entered above. Order of screens: TR SRC2 fluor cs	RECQ1 inh	GAA inhib	L3MBTL1 inh	GAA glycogen	GoLoco inh red	TRb-SRC2 inh	aGlu spleen mod
COc1cc(/C=N/n2cnnc2)ccc1OCc1ccc(C)cc1 in the list: -5%	12%	-10%	.	7%	36%[activator]	-7%	-1%
O=C(CSc1nnc(Cc2ccccc2)o1)N1CCCC1 in the list: 0%	-6%	-6%	.	7%	0%	-10%	4%

Other results.
SMILES	TR SRC2 fluor cs	RECQ1 inh	GAA inhib	L3MBTL1 inh	GAA glycogen	GoLoco inh red	TRb-SRC2 inh	aGlu spleen mod
CSc1ccc(-c2nnn(Cc3ccc(C)cc3)n2)cc1	0%	-1%	-2%	.	-13%	1%	9%	-3%
CCC1(CC)Nc2ccccc2C(=O)N1c1ccc(NC(C)=O)cc1	-5%	-5%	?	0%	0%	1%	-2%	-6%
O=C(NN1CCOCC1)c1cnn2c(C(F)F)cc(-c3ccccc3)nc12	0%	i	-4%	-4%	6%	2%	10%	1%
Cc1ccc(NC(=O)c2cc(C)on2)cc1	-2%	i	-4%	18%	5%	.	2%	4%
CCC(=O)N(CC)Cc1cc(=O)[nH]c2ccccc12	-1%	2%	-6%	5%	8%	3%	-5%	2%
CCN1CCN(C(c2ccc(OC)cc2)c2nnnn2Cc2ccc3c(c2)OCO3)CC1 (stereo unspecified)	0%	i	?	7%	-6%	7%	7%	4%
Cc1cccc(N(C(=O)CCC(=O)Nc2cccnc2)C(C(=O)NC2CCCC2)c2ccncc2)c1 (stereo unspecified)	-1%	-5%	-4%	29%	-5%	-1%	-18%	4%
O=C(Nc1ccc(N2CCOCC2)c(S(=O)(=O)Nc2cc(Cl)ccc2Cl)c1)c1cccnc1	0%	-16%	.	-5%	0%	20%	-2%	-1%
CN(c1ccccc1)S(=O)(=O)c1cccc(NC(=O)CSc2ncn[nH]2)c1	?	-8%	1%	9%	15%	7%	2%	0%
Cc1cc(SCC(=O)Nc2ccccc2)nc(C)n1	-3%	-2%	0%	-1%	0%	9%	-6%	5%
COc1ccc2c(c1)-c1nc(/N=C/c3ccc(O)cc3)sc1CC2	-6%	-7%	0%	-5%	?	-10%	0%	-14%

Screening results from PubChem BioAssay.
